High-throughput results deposited in PubChem by several laboratories.
S1P4 agonist – activates the human S1P4 receptor; O95977; activation, % at 4.98 µM; S1P4-expressing cell line, agonist reporter assay; 220,000 compounds, 0.35% hits; in the data active means activation above about 11%;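 further: 0% = DMSO vehicle and 100% = reference agonist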
TRPML3 agonist – activates the human TRPML3 channel. activation, % at 3 µM. Q8TDD5. HEK293 TRPML3-YFP, Fluo-8 calcium fluorescence; 100% = the carbachol control signal. 220,000 compounds, 0.29% hits;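 active means activation above its plate's cutoff, the mean activation of the plate's test wells plus 3 SD, cut at about 12% in these data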;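 further: 0% = DMSO only wells and 100% = carbachol wells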
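Test system: TRPML3-YFP stable HEK293 cells. Doses: single point at 3 µM. Incubation: dye loading 1 h 37 °C then 30 min ambient, 125 s read. Signal: Fluo-8 calcium dye fluorescence, ex 470-495, em 515-575 nm. Measure: percent activation from peak-to-basal fluorescence ratio, scaled between DMSO and carbachol.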
NPY-Y1 PAM-ag – human NPY-Y1 potentiation or agonism, primary screen. P25929. NPY-Y1 expressing cells, potentiator/agonist activation. activation, % at 3.6 µM. 220,000 compounds, 0.37% hits; in the data active means activation above about 33%, passing the limit was not always enough;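 further: cells stimulated with NPY at EC10 then isoproterenol at EC100; 0% = low agonist plus stimulus and 100% = saturating agonist plus stimulus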
Target sequence (P25929 whole entry, looked up): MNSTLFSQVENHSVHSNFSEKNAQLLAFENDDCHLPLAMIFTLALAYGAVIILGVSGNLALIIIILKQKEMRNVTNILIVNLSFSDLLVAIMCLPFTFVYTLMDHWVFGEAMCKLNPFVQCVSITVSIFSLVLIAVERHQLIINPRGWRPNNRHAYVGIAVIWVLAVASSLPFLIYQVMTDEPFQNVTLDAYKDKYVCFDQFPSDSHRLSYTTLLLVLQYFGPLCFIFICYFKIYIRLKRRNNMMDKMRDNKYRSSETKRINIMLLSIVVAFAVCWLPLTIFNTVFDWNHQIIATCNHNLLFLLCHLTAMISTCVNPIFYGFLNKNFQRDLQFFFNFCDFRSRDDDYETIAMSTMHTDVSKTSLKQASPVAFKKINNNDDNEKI
zfTRPN1 agonist – activates the zebrafish TRPN1 channel. HEK293 zebrafish TRPN1-YFP, Fluo-8 calcium fluorescence; 100% = response to 87 µM carbachol. activation, % at 3 µM. 220,000 compounds, 0.18% hits;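 active means activation above its plate's cutoff, the mean activation of test wells on that plate plus 3 SD, cut at about 19% in these data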;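 further: 0% = DMSO alone and 100% = 87 µM carbachol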
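Material – zebrafish TRPN1-YFP in HEK293 cells · Doses – 3 µM single point · Schedule – dye 1 h 37 °C plus 30 min RT · Signal – Fluo-8 calcium fluorescence, excitation 470-495 nm, emission 515-575 nm · Read-out – % activation versus carbachol response · Control set – carbachol high, DMSO low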
NPY-Y2 PAM-ag – human NPY-Y2 potentiation or agonism, primary screen | AID 1359 | 220,000 compounds, 0.45% hits | cells expressing NPY-Y2, potentiator/agonist read-out | activation, % at 3.6 µM; in the data active means activation above about 27%;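 further: cells stimulated with NPY near EC25 plus isoproterenol at EC100; 0% = vehicle plus submaximal agonist and 100% = vehicle plus saturating agonist; some results beyond the cut were filed as inactive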
CHOP inhibitor – inhibitors of CHOP induction in ER stress response | CHO-K1 CHOP-promoter luciferase, tunicamycin-induced, 15-18 h | inhibition, % at 10 µM | 220,000 compounds, 3.8% hits | AID 2732;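 active means compounds that reduced the stress-induced luciferase reporter signal by more than about 70% of percent inhibition, limit read from the data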;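 further: 0% = tunicamycin plus vehicle and 100% = wells without tunicamycin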
S1P4 antagonist – human S1P4 receptor antagonism. inhibition, % at 4.98 µM. S1P4-expressing cells, antagonist mode, reporter read-out. 220,000 compounds, 0.26% hits. O95977; in the data active means inhibition above about 29%;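 further: 0% = wells stimulated with agonist and 100% = vehicle wells without agonist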
EP2 mod – EP2 receptor (human) modulation | EP2-expressing cells, cAMP HTRF FRET, PGE2 co-stimulation | 260,000 compounds, 0.83% hits | induction, % at 25 µM | P43116;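 active means compounds whose cAMP rise, as percent of the full-agonist control response, exceeds 60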;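 further: rat C6 glioma line stably carrying human EP2 under a CMV promoter; the protocol text gives 20 µM as final concentration; 100% = response of wells given 1 µM PGE2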
Target sequence (P43116 whole entry, looked up): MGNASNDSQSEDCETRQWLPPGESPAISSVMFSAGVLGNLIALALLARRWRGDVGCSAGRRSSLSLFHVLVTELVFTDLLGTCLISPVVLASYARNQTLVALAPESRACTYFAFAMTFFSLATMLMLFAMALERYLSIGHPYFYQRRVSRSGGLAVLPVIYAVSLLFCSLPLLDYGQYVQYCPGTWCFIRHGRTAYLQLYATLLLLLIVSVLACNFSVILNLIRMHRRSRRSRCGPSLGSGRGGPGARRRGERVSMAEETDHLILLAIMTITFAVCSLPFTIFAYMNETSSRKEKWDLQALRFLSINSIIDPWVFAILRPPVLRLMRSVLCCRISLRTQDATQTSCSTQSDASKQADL
NPY Y1 blocker – NPY-Y1 (human) receptor antagonism | HEK293-CNG Y1 cells, membrane potential fluorescence; NPY at EC95, then isoproterenol | P25929 | AID 1040 | 200,000 compounds, 1% hits | inhibition, % at 3.6 µM;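 active means inhibition above the campaign mean inhibition of all tested compounds plus 3 SD, cut at about 20% in these data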;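 further: 0% = DMSO wells given NPY plus isoproterenol and 100% = isoproterenol alone without NPY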
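Benchmarks – high control isoproterenol alone, low control NPY with isoproterenol · Material – HEK293 Y1/CNG channel cell line · Times – dye 3 h, compound 60 min room temperature, stimulation 45 min · Probe or stimulus – NPY (25 nM), isoproterenol (1 µM), Ro 20-1724 (25 µM) · Evaluation – % inhibition of NPY effect · Signal – fluorescence, membrane potential probe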
* hit, by the source's call.

For CCc1ccc(NC2=CC(=O)CC(c3ccco3)C2)cc1 (stereo not drawn) the results were S1P4 agonist -1.4, TRPML3 agonist 0.0, NPY-Y1 PAM-ag 0, zfTRPN1 agonist -0.7, NPY-Y2 PAM-ag 2, CHOP inhibitor 24, S1P4 antagonist 3, EP2 mod -16 and NPY Y1 blocker -6.
For O=C(NN=C1CCCC1)c1[nH]c2ccc(Br)cc2c1-c1ccccc1 the results were S1P4 agonist -0.5, TRPML3 agonist 0.2, NPY-Y1 PAM-ag 18, zfTRPN1 agonist 0.4, NPY-Y2 PAM-ag -3, CHOP inhibitor 31, S1P4 antagonist 2 and EP2 mod 50.
COc1cccc2c1OC1(C)CC2N(C(=O)c2ccco2)C(=S)N1c1ccc(F)cc1 (stereo not drawn) was read as S1P4 agonist 0.6, TRPML3 agonist 0.2, NPY-Y1 PAM-ag 22, zfTRPN1 agonist -0.5, NPY-Y2 PAM-ag 13, CHOP inhibitor 8, S1P4 antagonist 7, EP2 mod 0 and NPY Y1 blocker -2.
`COc1cccc(C2NC(=S)NC3=C2CCc2ccccc23)c1` (stereo not drawn) gave S1P4 agonist 0.3, TRPML3 agonist 0.3, NPY-Y1 PAM-ag 2, zfTRPN1 agonist 0.0, NPY-Y2 PAM-ag 9, CHOP inhibitor -1, S1P4 antagonist -7, EP2 mod 6 and NPY Y1 blocker 7.
For Cc1ccc(Sc2ncnc3onc(C)c23)cc1 the results were S1P4 agonist 0.3, TRPML3 agonist 0.7, NPY-Y1 PAM-ag 1, zfTRPN1 agonist -1.9, NPY-Y2 PAM-ag 0, CHOP inhibitor 26, S1P4 antagonist 3, EP2 mod 18 and NPY Y1 blocker 9.
`COc1ccc(-n2nc(N)c3c(=O)oc(N(C)C)nc32)cc1` gave S1P4 agonist -0.2, TRPML3 agonist -0.3, NPY-Y1 PAM-ag -16, zfTRPN1 agonist -0.7, NPY-Y2 PAM-ag 15, CHOP inhibitor 1, S1P4 antagonist 0, EP2 mod 25 and NPY Y1 blocker 0.
For COc1ccc(-c2nnn(CC(=O)N(CCCO)C(C(=O)NC3CCCC3)c3ccc(F)cc3)n2)cc1 (stereo not drawn) the results were S1P4 agonist 2.1, TRPML3 agonist -0.5, NPY-Y1 PAM-ag 2, zfTRPN1 agonist -1.8, NPY-Y2 PAM-ag -6, CHOP inhibitor -1, S1P4 antagonist -6, EP2 mod 1 and NPY Y1 blocker 1.
`NS(=O)(=O)c1ccc(N/N=C/c2ccccn2)c([N+](=O)[O-])c1` gave S1P4 agonist -0.7, TRPML3 agonist 0.2, NPY-Y1 PAM-ag -11, zfTRPN1 agonist -0.2, NPY-Y2 PAM-ag -2, CHOP inhibitor -3, S1P4 antagonist 6, EP2 mod -21 and NPY Y1 blocker 0.
O=C(COC(=O)/C=C/c1cccs1)Nc1cccc(S(=O)(=O)N2CCOCC2)c1 was read as S1P4 agonist -1.0, TRPML3 agonist -1.3, NPY-Y1 PAM-ag 9, zfTRPN1 agonist 0.9, NPY-Y2 PAM-ag -8, CHOP inhibitor -10, S1P4 antagonist -4, EP2 mod -6 and NPY Y1 blocker 2.
`Cc1nc(-n2nnc3cc(C)c(C)cc32)c2c3c(sc2n1)CCCC3` gave S1P4 agonist 1.4, TRPML3 agonist -0.5, NPY-Y1 PAM-ag -13, zfTRPN1 agonist -0.4, NPY-Y2 PAM-ag -6, CHOP inhibitor 42, S1P4 antagonist -7, EP2 mod 48 and NPY Y1 blocker 5.
Screening COc1ccc(CNC(=O)CCOc2ccc(C(C)(C)C)cc2)cc1 returned S1P4 agonist 2.0, TRPML3 agonist 0.8, NPY-Y1 PAM-ag 13, zfTRPN1 agonist -0.1, NPY-Y2 PAM-ag -8, CHOP inhibitor 48, S1P4 antagonist -1, EP2 mod 10 and NPY Y1 blocker -2.
For CCCCOc1ccc(C2C(=O)N(C3CCCCC3)CC(=O)N2CC2CCCO2)cc1 (stereo not drawn) the results were S1P4 agonist 1.0, TRPML3 agonist -0.8, NPY-Y1 PAM-ag -8, zfTRPN1 agonist -1.7, NPY-Y2 PAM-ag -6, CHOP inhibitor 48, S1P4 antagonist -19, EP2 mod 32 and NPY Y1 blocker 4.
Screening CC1CCN(S(=O)(=O)c2ccc(NC(=S)NC(=O)c3ccc(Cl)cc3)cc2)CC1 returned S1P4 agonist -1.5, TRPML3 agonist 1.1, NPY-Y1 PAM-ag 20, zfTRPN1 agonist -0.1, NPY-Y2 PAM-ag 6, CHOP inhibitor -22, S1P4 antagonist 9, EP2 mod -5 and NPY Y1 blocker -2.
Screening COCCCn1c(=N)c(C(=O)NCC2CCCO2)cc2c(=O)n3cccc(C)c3nc21 (stereo not drawn) returned S1P4 agonist 2.5, TRPML3 agonist 1.9, NPY-Y1 PAM-ag 6, zfTRPN1 agonist 1.4, NPY-Y2 PAM-ag 0, CHOP inhibitor -10, S1P4 antagonist -7, EP2 mod -6 and NPY Y1 blocker -2.
For CCCCC(CC(O)COCC(C)C)C(=O)NN (stereo not drawn) the results were S1P4 agonist 42*, TRPML3 agonist 0.3, NPY-Y1 PAM-ag 8, zfTRPN1 agonist -0.4, NPY-Y2 PAM-ag -13, CHOP inhibitor -22, S1P4 antagonist -19, EP2 mod 11 and NPY Y1 blocker 2.

Arranged by heavy-atom count (lowest first): some entries from above
For Cc1ccc(Sc2ncnc3onc(C)c23)cc1 the results were S1P4 agonist 0.3, TRPML3 agonist 0.7, NPY-Y1 PAM-ag 1, zfTRPN1 agonist -1.9, NPY-Y2 PAM-ag 0, CHOP inhibitor 26, S1P4 antagonist 3, EP2 mod 18 and NPY Y1 blocker 9.
`COc1ccc(-n2nc(N)c3c(=O)oc(N(C)C)nc32)cc1` gave S1P4 agonist -0.2, TRPML3 agonist -0.3, NPY-Y1 PAM-ag -16, zfTRPN1 agonist -0.7, NPY-Y2 PAM-ag 15, CHOP inhibitor 1, S1P4 antagonist 0, EP2 mod 25 and NPY Y1 blocker 0.
`Cc1nc(-n2nnc3cc(C)c(C)cc32)c2c3c(sc2n1)CCCC3` gave S1P4 agonist 1.4, TRPML3 agonist -0.5, NPY-Y1 PAM-ag -13, zfTRPN1 agonist -0.4, NPY-Y2 PAM-ag -6, CHOP inhibitor 42, S1P4 antagonist -7, EP2 mod 48 and NPY Y1 blocker 5.

Later entries:
`CCc1nnc(NC(=O)c2cc(-c3ccco3)nc3ccccc23)s1` gave S1P4 agonist 0.5, TRPML3 agonist -0.2, NPY-Y1 PAM-ag 7, zfTRPN1 agonist -0.7, NPY-Y2 PAM-ag 5, CHOP inhibitor 3, S1P4 antagonist 3, EP2 mod -13 and NPY Y1 blocker 1.
For O=c1c2ccccc2ncn1Cc1ccco1 the results were S1P4 agonist 1.6, TRPML3 agonist 0.1, NPY-Y1 PAM-ag 1, zfTRPN1 agonist -0.3, NPY-Y2 PAM-ag 17, CHOP inhibitor -16, S1P4 antagonist -7, EP2 mod 2 and NPY Y1 blocker -1.
O=C(COC(=O)c1ccc(Cl)c(S(=O)(=O)N2CCCC2)c1)NC1CCCCC1 was read as S1P4 agonist 0.8, TRPML3 agonist 1.3, NPY-Y1 PAM-ag 1, zfTRPN1 agonist 5.0, NPY-Y2 PAM-ag 4, CHOP inhibitor 17, S1P4 antagonist -3, EP2 mod -10 and NPY Y1 blocker 2.
For COC(C(=O)Nc1ccc(F)cc1F)c1ccccc1 (stereo not drawn) the results were S1P4 agonist 1.5, TRPML3 agonist 0.4, NPY-Y1 PAM-ag 12, zfTRPN1 agonist -1.4, NPY-Y2 PAM-ag 1, CHOP inhibitor 9, S1P4 antagonist 4, EP2 mod 12 and NPY Y1 blocker 10.
`CC1CCC(C(C)C)C(=O)/C1=C\c1ccc(NC(=O)CCC(=O)O)cc1` (stereo not drawn) gave S1P4 agonist -0.4, TRPML3 agonist 0.3, NPY-Y1 PAM-ag 13, zfTRPN1 agonist 1.5, NPY-Y2 PAM-ag -2, CHOP inhibitor -1, S1P4 antagonist 0, EP2 mod 21 and NPY Y1 blocker 3.
`CS(=O)(=O)Nc1nc2ccccc2[nH]1` gave S1P4 agonist -0.2, TRPML3 agonist 0.8, NPY-Y1 PAM-ag -11, zfTRPN1 agonist 2.3, NPY-Y2 PAM-ag 13, CHOP inhibitor 14, S1P4 antagonist -1 and EP2 mod 23.
Screening CCCn1c(CNS(=O)(=O)c2ccc(C)cc2)nc2ccccc21 returned S1P4 agonist 0.5, TRPML3 agonist -0.6, NPY-Y1 PAM-ag -20, zfTRPN1 agonist -2.3, NPY-Y2 PAM-ag 3, CHOP inhibitor 33, S1P4 antagonist -6, EP2 mod 19 and NPY Y1 blocker 6.
For Cc1cc(C)n(Cc2ccc(C(=O)NCc3ccco3)o2)n1 the results were S1P4 agonist -1.6, TRPML3 agonist 0.7, NPY-Y1 PAM-ag 13, zfTRPN1 agonist 0.1, NPY-Y2 PAM-ag 5, CHOP inhibitor 18, S1P4 antagonist 0, EP2 mod -6 and NPY Y1 blocker -4.
`CCc1ccc(N(CC(=O)Nc2sc3c(c2C(=O)OC)CCCC3)S(C)(=O)=O)cc1` gave S1P4 agonist 0.3, TRPML3 agonist 0.8, NPY-Y1 PAM-ag 15, zfTRPN1 agonist 1.0, NPY-Y2 PAM-ag 11, CHOP inhibitor 55, S1P4 antagonist -12, EP2 mod 22 and NPY Y1 blocker 1.
For COc1ccccc1-c1nnc2sc(COc3ccccc3)nn12 the results were S1P4 agonist -0.9, TRPML3 agonist 0.2, NPY-Y1 PAM-ag -9, zfTRPN1 agonist -0.7, NPY-Y2 PAM-ag -9, CHOP inhibitor 35, S1P4 antagonist -16, EP2 mod 15 and NPY Y1 blocker 3.
O=C(CNS(=O)(=O)c1ccc(C(=O)N2CCOCC2)cc1)N1CCOCC1 was read as S1P4 agonist 1.4, TRPML3 agonist 1.0, NPY-Y1 PAM-ag 2, zfTRPN1 agonist 3.2, NPY-Y2 PAM-ag -10, CHOP inhibitor 10, S1P4 antagonist 6, EP2 mod 12 and NPY Y1 blocker -3.
`O=C(CN1C(=O)S/C(=C\c2ccc(O)cc2)C1=O)c1ccccc1` gave S1P4 agonist -0.5, TRPML3 agonist 0.5, NPY-Y1 PAM-ag 15, zfTRPN1 agonist 0.6, NPY-Y2 PAM-ag 0, CHOP inhibitor 44, S1P4 antagonist -1, EP2 mod -4 and NPY Y1 blocker -3.
For O=C(NN1C(=O)c2ccccc2NC1c1ccco1)c1ccc([N+](=O)[O-])cc1 (stereo not drawn) the results were S1P4 agonist 0.6, TRPML3 agonist 0.5, NPY-Y1 PAM-ag 2, zfTRPN1 agonist -0.8, NPY-Y2 PAM-ag -4, CHOP inhibitor -11, S1P4 antagonist 1, EP2 mod 18 and NPY Y1 blocker -3.
